# EBI2 block – blocks human EBI2 receptor beta-arrestin signaling. P32249. EBI2 beta-arrestin recruitment, luminescence, 7a,25-OHC stimulated. inhibition, % at 5 µM. 0.81% of 360,000 active. AID 651636; in the data active means inhibition above about 38%;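 further: enzyme fragment complementation signal reports receptor beta-arrestin coupling in cells; 0% = agonist plus DMSO wells and 100% = wells without agonist; some results beyond the cut were filed as inactive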
# Target sequence (P32249 whole entry, looked up, the tested form may be a part): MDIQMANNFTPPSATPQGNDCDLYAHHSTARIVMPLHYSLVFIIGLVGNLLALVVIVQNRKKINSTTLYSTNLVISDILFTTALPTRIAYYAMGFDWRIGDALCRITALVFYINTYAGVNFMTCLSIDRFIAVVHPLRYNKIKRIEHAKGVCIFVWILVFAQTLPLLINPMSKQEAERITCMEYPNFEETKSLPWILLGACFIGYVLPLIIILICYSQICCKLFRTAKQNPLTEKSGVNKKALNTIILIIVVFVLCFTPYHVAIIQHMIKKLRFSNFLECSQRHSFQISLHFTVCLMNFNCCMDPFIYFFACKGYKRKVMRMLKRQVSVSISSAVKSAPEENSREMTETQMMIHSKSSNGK
# CXCR6 block – blocks human CXCR6 beta-arrestin recruitment; inhibition, % at 20 µM; AID 602244; 0.36% of 360,000 active; CHO-K1 PathHunter CXCR6 beta-arrestin, luminescence; O00574; in the data active means inhibition above about 34%, passing the limit was not always enough;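 further: antagonist mode with CXCL16 agonist at 10 nM final; 0% = 10 nM CXCL16 with DMSO and 100% = unstimulated wells without agonist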
# Target sequence (O00574 whole entry, looked up): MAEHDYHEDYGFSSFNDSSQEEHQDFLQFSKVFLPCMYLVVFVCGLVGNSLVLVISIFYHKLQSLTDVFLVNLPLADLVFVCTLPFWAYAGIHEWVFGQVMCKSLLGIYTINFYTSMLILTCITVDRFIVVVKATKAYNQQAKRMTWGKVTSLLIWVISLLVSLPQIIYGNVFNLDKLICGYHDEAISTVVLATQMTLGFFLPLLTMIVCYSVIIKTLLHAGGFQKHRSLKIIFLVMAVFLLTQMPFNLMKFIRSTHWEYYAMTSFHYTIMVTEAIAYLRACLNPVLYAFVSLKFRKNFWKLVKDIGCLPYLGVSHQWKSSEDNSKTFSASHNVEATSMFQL
# CCR6 antagonist – antagonists of human CCR6 receptor; P51684; CHO-K1 CCR6 PathHunter beta-arrestin, luminescence, CCL20-stimulated; inhibition, % at 20 µM; 0.49% of 340,000 active; AID 493098;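 active means compounds whose inhibition of the agonist-driven luminescence signal at 20 µM reaches about 50%, limit read from the data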;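 further: cells stimulated with CCL20 at 14 nM final; plate controls were DMSO with CCL20 for no effect and DMSO without agonist for full effect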
# Target sequence (P51684 whole entry, looked up): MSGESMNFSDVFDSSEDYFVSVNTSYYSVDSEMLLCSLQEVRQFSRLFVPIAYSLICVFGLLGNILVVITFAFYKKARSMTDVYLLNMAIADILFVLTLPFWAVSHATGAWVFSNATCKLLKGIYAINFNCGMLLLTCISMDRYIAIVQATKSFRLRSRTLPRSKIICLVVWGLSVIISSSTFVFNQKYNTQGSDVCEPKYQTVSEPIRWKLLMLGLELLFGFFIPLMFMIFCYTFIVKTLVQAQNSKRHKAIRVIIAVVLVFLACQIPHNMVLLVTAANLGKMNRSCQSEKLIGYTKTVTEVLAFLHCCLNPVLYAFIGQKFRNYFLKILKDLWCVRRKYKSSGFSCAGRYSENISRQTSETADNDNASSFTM
# Starred values were filed as active, the others as inactive. The list is partial; rates above refer to the full screens.
SMILES,EBI2 block,CXCR6 block,CCR6 antagonist
CCC1([N+](=O)[O-])COC(C=Cc2ccccc2)OC1 (configuration not stated),1.1,-2.9,7.6
NC(=O)c1ncn([C@@H]2O[C@H](CNC(=O)[C@H](N)CSCc3ccccc3)[C@@H](O)[C@H]2O)n1,-6.8,2.8,-0.2
CCN1/C(=C/C=C2/SC(=Nc3cccc4ncccc34)N(C)C2=O)Sc2ccccc21,8.6,5.9,23.9
CN(C)S(=O)(=O)c1ccc(N2CCCC2)c(C(=O)Nc2ccccc2N2CCOCC2)c1,2.9,-2.5,-7.0
Cc1ccc(-c2nnc(-c3ccc4ccccc4c3)o2)cc1,15.4,2.2,7.6
Cc1[nH]nc(C(=O)NN=Cc2ccccc2Cl)c1N=NN(C)C,-13.3,6.3,5.8
CN1C[C@@H]2[C@@H]3C(=O)N(C)C(=O)[C@@H]3[C@](C)(C1=O)N2C(=O)c1ccc(F)cc1,-1.4,-2.0,8.0
CCOC(=O)C1OC2(CCCC2)OC1C(=O)OCC (configuration not stated),1.4,2.3,3.9
COc1cc(OCc2ccccc2)c2c(CCC(=O)O)cc(=O)oc2c1,-15.5,-3.7,-5.0
CCN1CCN(S(=O)(=O)c2ccc(Cl)c(C(=O)Oc3ccc(CC(=O)OC)cc3)c2)CC1,17.5,2.6,2.7
CCC(=O)Nc1ccc2c(c1)Cc1cc([N+](=O)[O-])ccc1-2,-6.1,-1.5,3.6
Cn1c(SCC(=O)Nc2ccc(N3CCOCC3)cc2)nnc1C1CC1,-4.9,-1.8,11.1
CC(C)C[C@H]1CNC(=S)N1CC1CCN(CCC2CCCC2)CC1,-1.7,2.0,2.8
COCCNc1nnc(SCC(=O)NC2CCCCC2)s1,-10.3,-2.9,-1.7
CN1CCC(=C2c3ccccc3Sc3ccccc32)CC1,-2.6,7.3,15.9
CCOC(=O)c1ccc(N(CC2CO2)S(=O)(=O)c2ccc(C)cc2)cc1 (configuration not stated),2.9,2.5,14.6
O=[N+]([O-])c1cccc(COc2ccc(CN3CCCCC3)cc2)c1,-12.4,7.0,22.5
CC1CC(C)CN(c2nc3c(c(=O)[nH]c(=O)n3C)n2CCCSc2nc3ccccc3s2)C1 (configuration not stated),13.1,11.5,-0.6
Cc1nn(Cc2c(F)c(F)c(F)c(F)c2F)c(C)c1NC(=O)c1ccc(COc2ccccc2Cl)cc1,7.9,-3.3,-6.9
O=C1CSc2cc(Cl)ccc2N1,-3.6,-12.2,1.7
O=C(OCc1nnc(-c2ccccc2)o1)C12CC3CC(CC(Br)(C3)C1)C2,-8.7,-8.6,10.9
Nc1ccc(C(=O)OCC(=O)N2c3ccccc3Sc3ccccc32)cc1[N+](=O)[O-],24.5,12.1,21.6
COc1ccc(C(=O)N/N=C(\C)c2ccc3c(c2)C2C=CCC2C(c2ccccc2)N3)cc1 (configuration not stated),5.9,5.8,26.6
c1ccc2c(c1)c1c(c3ccccc32)CN2CCCC2C1 (configuration not stated),-13.8,-13.6,-12.0
CN(C)c1ccc(CSc2ccccc2)cc1,15.9,0.7,6.0
# More results follow.
SMILES,EBI2 block,CXCR6 block,CCR6 antagonist
CN1C[C@@H]2[C@@H]3C(=O)N(Cc4ccccc4)C(=O)[C@@H]3[C@](Cc3ccccc3)(C1=O)N2C(=O)c1ccc(Cl)c(Cl)c1,6.7,3.6,0.6
O=C(c1ccc(Cl)cc1)c1cnc(-c2ccccc2)s1,2.7,-6.6,-3.8
CCOC(=O)C1(Cc2ccccc2C)CCCN(C(=O)CSC)C1 (configuration not stated),-16.5,5.4,9.8
Cc1cccc(C)c1OC(=O)c1ccccc1,-0.5,-3.6,11.9
N#Cc1cc2ccccc2nc1SCC(=O)Nc1ccccc1N1CCOCC1,9.2,5.4,23.1
O=C(COc1ccccc1)NCC(=O)N1CCCC(C(F)(F)F)C1 (configuration not stated),-3.0,-2.9,-2.8
CCC(C)n1c(C)cc(=O)n1C(C)CC (configuration not stated),1.9,2.0,-11.0
Cc1ccc(C(=O)NNC(=O)c2cccc3ccccc23)cc1,35.3,-0.6,14.9
COc1cccc2c1C(=O)c1c(O)c3c(c(O)c1C2=O)CC(O)(C(C)=O)CC3OC1CC(N(C)C)C(O)C(C)O1 (configuration not stated),-18.9,17.7,19.6
COc1cc(OC)c(N(C)S(=O)(=O)c2cccc(C(=O)OCC(=O)N(C)C3CCCCC3)c2)cc1Cl,7.4,2.0,17.3
O=C(Cn1cc(COc2ccc3ccc(=O)oc3c2)nn1)c1ccc(O)cc1,-3.4,3.1,5.5
Cn1c(=O)c2c(nc(C(O)c3ccccc3)n2C)n(C)c1=O (configuration not stated),-5.9,-5.5,4.0
CN1C/C(=C/c2cccnc2)C(=O)/C(=C/c2cccnc2)C1,-8.5,10.9,27.5
O=S(=O)(c1cccc2ccccc12)N1CCC2CC1c1cc(-c3ccc(F)cc3)ccc12 (configuration not stated),16.5,-1.8,17.0
COc1ccc(NC(=O)CN(C)C(=O)c2ccccc2OC)cc1,-3.3,1.0,2.1
COc1ccccc1OCCNC(=O)c1ccc(NC(=O)CC2SC(N3CCCC3)=NC2=O)cc1 (configuration not stated),-16.9,-1.4,0.9
COc1cc(OC)c(C=NNC(=S)NC23CC4CC(CC(C4)C2)C3)c(OC)c1,53.5*,9.4,20.1
Cc1cn(CC(=O)NCCc2ccccn2)c(=O)[nH]c1=O,-4.8,0.9,5.8
Cc1cc(Br)ccc1SCC(=O)OCC(O)=C(C#N)c1nc2ccccc2[nH]1,2.2,19.9,38.6
CC(=NO)C1CCC2C3CCC4CC(=NO)CCC4(C)C3C(C)(O)CC12C (configuration not stated),-31.2,17.4,41.2
CCc1c(C)nc2cc(-c3cccs3)[nH]n2c1=O,2.3,-3.8,2.3
O=C(c1ccc(-c2ccccc2Cl)o1)N1CCCCCCC1,16.0,1.8,12.7
Nc1cc2c(cc1Cl)-c1ccc(Cl)cc1C2=O,6.0,-0.3,9.8
CCCCCn1c(=O)[nH]c2cc(C(=O)N3CCN(c4ccc(F)cc4)CC3)ccc2c1=O,-6.3,-0.5,0.9
Cc1ccc(-n2c(C)n[nH]c2=S)cc1,-1.3,-9.8,-0.7
# The list goes on:
SMILES,EBI2 block,CXCR6 block,CCR6 antagonist
O=C(COc1ccc(Cl)cc1)OCc1ccc(Cl)cc1,19.3,-0.2,4.4
CC1=C2C3OC(=O)C(C)C3CCC2(C)C=CC1=NO (configuration not stated),3.5,-6.0,9.7
COc1ccccc1N1CCN(C(=O)[C@H](C)NS(=O)(=O)c2ccc3c(c2)OCCCO3)CC1,1.9,2.7,5.7
O=C(CCCl)N1c2ccccc2C=Cc2ccccc21,2.1,6.2,19.1
NC(=O)c1cc2c3ccccc3ccn2c1-c1ccccc1,10.2,4.2,14.0
COc1ccc(Cl)cc1NC(=O)C1CCCN(S(=O)(=O)c2cccc3nonc23)C1 (configuration not stated),3.6,11.1,8.5
Oc1ccc(C(=Nc2ccccc2)c2ccccc2)c(O)c1,9.6,-1.3,10.1
CCC(=O)c1ccc(OCC(=O)NCCCN2CCOCC2)cc1,-0.7,1.2,4.6
CC(=O)c1ccc(-c2[nH]c3ccccc3c2CCN2C(=O)c3ccccc3C2=O)cc1,-1.0,1.5,14.7
CC(=O)Nc1cc2c(cc1[N+](=O)[O-])-c1ccc(F)cc1C2,-13.2,-13.5,-11.9
CC(Sc1nc2ccccc2c(=O)n1CCCN1CCOCC1)C(=O)N1CCc2ccccc21 (configuration not stated),-5.3,-1.1,18.4
CCCC(=O)Nc1cccc(NC(=O)CN2CCN(c3ccccc3OC)CC2)c1,0.0,5.1,6.4
CCC(=Nc1ccc(Cc2ccncc2)cc1)c1c(O)n(C)c(=O)n(C)c1=O,-4.2,10.9,-2.1
CSC(=NS(=O)(=O)c1ccc(N)cc1)NS(=O)(=O)c1cccs1,5.2,-1.4,0.3
Cc1cnc(NC(=O)c2cc(-c3ccccc3)nn2-c2ccccc2)s1,0.4,-1.1,-3.4
Cc1ccccc1C(N)=O,4.7,-4.4,-6.2
N#C/C(=C\c1cccs1)c1nc2ccccc2[nH]1,2.9,4.4,14.1
CCC1CCCCN1C(=O)COC(=O)c1ccc(S(=O)(=O)N2CCOCC2)cc1 (configuration not stated),-4.5,-6.0,-4.2
O=C1NC(=S)NC1(c1ccccc1)c1ccccc1,1.0,5.7,16.1
Cc1ccc(-n2cccc2/C=C2/C(=N)N3C(=NC2=O)SN=C3S(C)(=O)=O)cc1Cl,11.4,15.3,29.5
CC1([N+](=O)[O-])COC(C=Cc2ccccc2)OC1 (configuration not stated),2.6,3.2,12.5
O=[N+]([O-])c1c(NCc2ccco2)ncnc1NCc1ccco1,3.6,7.8,15.8
O=C(Nc1nnc(-c2ccccc2)o1)Nc1ccccc1Cl,-6.5,-3.7,7.4
CCOC(=O)/C(C#N)=C/c1cccc(C)c1,0.1,-0.1,7.2
COc1cccc(C=C2SC(=S)NC2=O)c1,-2.2,3.4,7.0

# An excerpt from above, reduced to CCR6 antagonist.
compound	CCR6 antagonist
Cc1ccc(-n2cccc2/C=C2/C(=N)N3C(=NC2=O)SN=C3S(C)(=O)=O)cc1Cl	29.5
COc1ccccc1N1CCN(C(=O)[C@H](C)NS(=O)(=O)c2ccc3c(c2)OCCCO3)CC1	5.7
O=C1NC(=S)NC1(c1ccccc1)c1ccccc1	16.1

# Following part:
SMILES,EBI2 block,CXCR6 block,CCR6 antagonist
CCOC(=O)c1ccccc1NC(=O)CSc1nc2c(sc(=S)n2CC)c(=O)[nH]1,5.7,4.4,17.7
C=CCn1c(SC)nccc1=O,-0.2,-4.7,0.1
CCCN(CCC)C(=O)C(c1ccccc1)C1(O)CCCCC1 (configuration not stated),8.9,5.9,16.5
Cn1c(=O)c2c(nc(CN3CCC(Cc4ccccc4)CC3)n2CCN2CCOCC2)n(C)c1=O,16.7,1.2,-2.3
COc1ccc(C)cc1NC(=O)c1cc(C2CC2)nc2c1c(C)nn2C1CCS(=O)(=O)C1 (configuration not stated),-4.7,5.4,6.4
COc1ccccc1NC(=O)CSC1=NCCN1,-12.7,-6.8,3.7
O=C(C=Cc1ccccc1)c1ccc([N+](=O)[O-])cc1,6.7,0.6,-0.9
CCOc1ccc(C2=Nn3c(nnc3-c3ccc(OC)cc3)SC2)cc1,28.6,26.1,32.6
S=C(NN=Cc1ccccn1)N(Cc1ccccn1)Cc1ccccn1,-8.4,-12.3,-4.8
CC1CN=C(c2ccccc2)O1 (configuration not stated),-2.1,7.6,3.9
CCc1nc(SCC(=O)N2CCc3ccccc32)c2oc3ccccc3c2n1,-3.0,-2.8,-3.3
O=C(O)c1ccc(NC2(C(=O)O)CCCC2)cc1,-2.8,-1.3,3.1
CN(Cc1ccccc1)C(=O)c1cccc(NC(=O)Cc2ccc(NC(=O)C3CCN(C(=O)c4ccccc4)CC3)cc2)c1,-0.3,3.8,-8.0
Clc1ccc(C2=NNC(=NCc3ccc4c(c3)OCO4)SC2)cc1,4.7,-9.5,15.1
O=C1CC[C@@H]2CC3(C[C@@H]4CCN1[C@H]24)Nc1cc(Cl)ccc1NC3=NC1CCCCC1 (some centres not stated),7.1,-6.2,14.0
COc1cccc(/C(O)=C/c2nc3ccc(C(=O)NCCc4ccc(Cl)cc4)cc3[nH]c2=O)c1,19.8,-4.3,-17.4
CC(OC(=O)C1CCN(S(=O)(=O)c2ccc(C(C)(C)C)cc2)CC1)C(=O)N(C)C1CCCCC1 (configuration not stated),10.8,-3.2,14.5
O=C(O)C(Cc1ccccc1[N+](=O)[O-])N1C(=O)c2ccccc2C1=O (configuration not stated),-0.6,1.4,15.2
COC(=O)[C@@H](Cc1c[nH]c2ccccc12)NCc1ccc(B(O)O)cc1,-4.0,-3.9,-2.3
O=C(NCc1ccc(Cl)cc1)c1ccc2nc[nH]c2c1,-9.8,0.4,-5.1
CCNC(=O)c1c(NC(=O)c2cc(-c3cc(C)cc(C)c3O)n[nH]2)sc2c1CCCC2,9.5,2.9,1.4
CSCCC1NC(=O)C(C(C)=Nc2ccccc2)=C1O (configuration not stated),2.4,-4.3,3.6
CC(C)C[C@@H](CN)NC(=O)c1nc[nH]c1C(=O)N[C@@H](Cc1c[nH]c2ccccc12)C(=O)CNC[C@H](C)NC(=O)c1nc[nH]c1C(=O)N[C@@H](C)C(=O)O,0.5,11.7,17.2
O=C(/C=C/c1ccc2c(c1)OCO2)c1ccc(O)cc1O,20.7,12.1,23.6
N#Cc1c(NC(=O)c2ccccc2Cl)n(Cc2ccccc2)c2nc3ccccc3nc12,10.5,-0.9,4.5
O=C1NC2(CCCCC2)OC12CCCCC2,-4.5,4.0,13.6
O=C(c1ccccc1)C1CC=CCC1C(=O)c1ccccc1 (configuration not stated),6.7,4.4,17.6

# Full records, looked up by structure. Screens in order: EBI2 block | CXCR6 block | CCR6 antagonist
# COC(=O)[C@@H](Cc1c[nH]c2ccccc12)NCc1ccc(B(O)O)cc1 is entered as -4.0 | -3.9 | -2.3
# Cn1c(=O)c2c(nc(CN3CCC(Cc4ccccc4)CC3)n2CCN2CCOCC2)n(C)c1=O is entered as 16.7 | 1.2 | -2.3
# O=C(NCc1ccc(Cl)cc1)c1ccc2nc[nH]c2c1 is entered as -9.8 | 0.4 | -5.1
# CCc1nc(SCC(=O)N2CCc3ccccc32)c2oc3ccccc3c2n1 is entered as -3.0 | -2.8 | -3.3

# EBI2 block: what is marked active above.
SMILES,EBI2 block,CXCR6 block,CCR6 antagonist
COc1cc(OC)c(C=NNC(=S)NC23CC4CC(CC(C4)C2)C3)c(OC)c1,53.5*,9.4,20.1

# Screening data from PubChem BioAssay.
